Screening results (PubChem)
ERa SRC1 inh: blocks coactivator binding to human estrogen receptor alpha; P03372; TR-FRET ER-alpha LBD / SRC-1 peptide, estradiol-bound; inhibition, % at 25.6 µM; 86,000 tested, 1.7% active; AID 629; in the data active = inhibition above about 50%;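 note: 0% = receptor plus peptide control and 100% = peptide only without receptor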
E coli WT exp: growth inhibitors of E. coli BW25113 wild type. OD600 absorbance. AID 710. growth inhibition, % at 100 µM. 98,000 tested, 0.15% active;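 active = growth inhibition above about 50% at one test dose, limit read from the data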;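 note: growth measured after 20 h incubation at 37 °C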
FAK blocker: inhibitors of human focal adhesion kinase; Q05397; biochemical FAK kinase activity assay; inhibition, %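 (tested at 7 µM)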; 97,000 tested, 0.84% active; AID 727; in the data active = inhibition above about 19%;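 note: 0% = DMSO and 100% = reference compound high control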
ERa SRC1 pot: ER-alpha (human) coactivator binding potentiation; P03372; TR-FRET ERalpha-LBD/SRC-Cy5 coactivator binding, 2 h; 100 = basal binding, no effect; coactivator binding (% of control), % at 25.6 µM; 86,000 tested, 1.3% active; AID 639; in the data active = activity above about 200%;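 note: binding measured in presence of low estradiol as agonist stimulus; 0% = peptide alone without receptor and 100% = receptor with peptide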
PLAP activator: human PLAP activation; P05187; purified PLAP enzyme, luminescent substrate read-out; active compounds read high; activation fold at 20 µM; 96,000 tested, 1.2% active; AID 696; in the data active = activation fold above about 2
ERb coact inh: blocks coactivator binding to human estrogen receptor beta; Q92731; TR-FRET ER-beta LBD / SRC1-Cy5 peptide binding; receptor agonist-loaded with 1 µM estradiol; inhibition, % at 25.6 µM; 86,000 tested, 1.3% active;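 active = compounds whose percent inhibition of the receptor-coactivator binding signal exceeds about 50% in the single-dose screen, limit read from the data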;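 note: 0% = receptor plus peptide wells without compound and 100% = peptide-only wells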
Target sequence (Q92731 whole entry, looked up, the tested form may be a part): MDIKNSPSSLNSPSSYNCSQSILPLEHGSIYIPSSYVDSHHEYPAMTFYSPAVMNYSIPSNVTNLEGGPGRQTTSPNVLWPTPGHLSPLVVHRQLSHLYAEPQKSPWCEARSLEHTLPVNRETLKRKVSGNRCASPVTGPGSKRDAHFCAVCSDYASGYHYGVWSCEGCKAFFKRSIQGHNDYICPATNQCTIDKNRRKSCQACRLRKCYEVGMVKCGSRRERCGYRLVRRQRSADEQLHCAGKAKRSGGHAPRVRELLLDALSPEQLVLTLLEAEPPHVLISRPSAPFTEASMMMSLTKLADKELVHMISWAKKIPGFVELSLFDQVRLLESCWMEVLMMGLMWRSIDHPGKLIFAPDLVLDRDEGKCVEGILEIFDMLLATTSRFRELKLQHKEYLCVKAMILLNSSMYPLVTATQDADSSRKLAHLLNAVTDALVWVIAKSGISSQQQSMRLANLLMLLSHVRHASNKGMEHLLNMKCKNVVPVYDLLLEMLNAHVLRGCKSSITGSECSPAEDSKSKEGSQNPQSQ
CD11b adhes enh: CD11b/CD18-fibrinogen binding enhancement | activation, % at 10 µM | P05107+P11215 | 93,000 tested, 0.07% active | K562 CD11b/CD18 adhesion to fibrinogen, ATPlite luminescence;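 active = 10 µM primary screen giving 50% or more activity, confirmed by 40% or more on retest at that dose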; note: strong numbers were not always called active; reference of the scale not given here
CD11b adhes inh: blocks human CD11b/CD18 adhesion to fibrinogen. P05107+P11215. K562 CD11b/CD18 adhesion to fibrinogen, ATPlite luminescence; Mn2+ added to activate the integrin. inhibition, % at 10 µM. 93,000 tested, 0.54% active. AID 1497;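 active = primary inhibition of 50% or more at 10 µM, then 40% or more on retest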; note: some results filed as inactive read as strong as hits
MT1-MMP txn act: activates MT1-MMP transcription. HT1080 MT1-MMP promoter luciferase reporter, luminescence, overnight; active compounds read high. activation factor at 10 µM. 86,000 tested, 0.16% active. AID 750;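 active = activation factor of at least 2 for MT1-MMP transcription at 10 µM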
Active calls of the source: *; . = not tested or not shown; [ ] = remark or other dose.

SMILES	ERa SRC1 inh	E coli WT exp	FAK blocker	ERa SRC1 pot	PLAP activator	ERb coact inh	CD11b adhes enh	CD11b adhes inh	MT1-MMP txn act
CCOc1ccc(S(=O)(=O)N(C)c2ccc(OCC(=O)OCc3c(C)noc3C)cc2)cc1	-3	-12	.	116	1.6	-2[fluorescence artefact?]	9	16	1.1
CC(=O)N1CCN(S(=O)(=O)c2ccc(S(=O)(=O)NC3CC3)cc2)CC1	1	4	-1	101	0.9	2	9	0	1.1
COc1oc(-c2ccccc2C)nc1C(F)(F)F	-5	-2	-8	120	1.1	-2	-4	0	1.1
Cc1ccc(Cl)cc1NC(=O)COC(=O)C1CCCC1	-12	0	.	132	0.9	8	-5	-7	1
COC(C(=O)Nc1ccc(F)c(F)c1)c1ccccc1 (stereo unspecified)	-6	.	7	100	.	0	.	.	1.1
COC(=O)CCc1c(C)nc(N)[nH]c1=O	0	1	2	99	0.9	-5	3	-9	1
C#CC1CN(Cc2ccccc2)CC(C#C)N1C (stereo unspecified)	.	5	2	.	1	.	.	.	1.2
CCCCCCn1ccc(=N)cc1	-9	10	2	108	1	-13	-5	56*	1
COc1ccc(C(=O)Nc2cc(C)c3c(=O)oc4ccccc4c3n2)cc1	53*[fluorescence artefact?]	-18	-6	143	0.9	29[fluorescence artefact?]	8	14	.
COc1ccc(-c2nc(NC(=O)Cn3ccc(C(F)(F)F)n3)sc2C)cc1	5	3	-2	105	1.1	-2	-1	-1	1.2
CC(C)CC(c1nnnn1C1CCCCC1)N1CCN(c2ncccn2)CC1 (stereo unspecified)	8	7	-9	92	1.7	-1	-3	21	1
COc1ccccc1OCC(=O)Nc1nnc(-c2ccco2)s1	8[fluorescence artefact?]	-8	-4	68[fluorescence artefact?]	1.3	21	-5	7	1.1
CCOC(=O)N1CCN(S(=O)(=O)c2cc(Br)cc3c2N(C(C)=O)C(C)C3)CC1 (stereo unspecified)	-9	13	.	87	1.4	-15[fluorescence artefact?]	-1	-19	1.1
COC(=O)c1ccc2c(=O)n(CCCN3CCCC3=O)c(=S)[nH]c2c1	-30	2	1	119	1	-1	4	-20	1
CC(=O)Oc1ccc(N2C(=O)CCC2=O)cc1	-1[fluorescence artefact?]	-5	1	98	1.2	2[fluorescence artefact?]	2	-6	1.1
Cn1c(SCc2nc3ccccc3[nH]2)nnc1-c1cccnc1	-28	3	1	96	1	-22	-3	-5	1.2
CC(C)COc1ccc(-c2nnc(-c3ccco3)o2)cc1	-3	-17	.	100	1.2	3	0	5	1.1
O=C(COc1ccc(Cl)cc1)N/N=C/CCc1ccccc1	.	12	1	.	1	.	8	12	.
Nc1c(C(=O)O)nnn1Cc1ccccc1	-6	-12	-1	140[fluorescence artefact?]	0.7	-28	0	4	1.1
COc1cccc(C(=O)Nc2nnc(C3CCCO3)s2)c1 (stereo unspecified)	.	3	0	.	1.1	.	-4	-1	.
CN1CCN(Cc2c(O)ccc3c(-c4ccccc4)cc(=O)oc23)CC1	-4	9	-6	116	1.6	-1[fluorescence artefact?]	1	-14	1.1
CCc1ccc2c(c1)C(C)=CC(C)(C)N2	-9	-11	-2	121	1	-6	8	4	0.9
CCn1c(NC(=O)c2ccc(COc3ccc(C)cc3[N+](=O)[O-])o2)nc2ccccc21	.	0	8	.	1	.	1	-36	.
CCC(C)NS(=O)(=O)c1ccc(NC(=O)CCC2CCCCC2)cc1 (stereo unspecified)	3	-4	2	116	1	-2[fluorescence artefact?]	.	.	1.3
CC(NCC1(N2CCOCC2)CCCCC1)C(=O)N1CCc2ccccc21 (stereo unspecified)	-2	-1	0	127	1.6	0	0	1	1.2

Looked up by structure from the list above, two records:
SMILES	ERa SRC1 inh	E coli WT exp	FAK blocker	ERa SRC1 pot	PLAP activator	ERb coact inh	CD11b adhes enh	CD11b adhes inh	MT1-MMP txn act
COc1cccc(C(=O)Nc2nnc(C3CCCO3)s2)c1 (stereo unspecified)	.	3	0	.	1.1	.	-4	-1	.
COC(=O)CCc1c(C)nc(N)[nH]c1=O	0	1	2	99	0.9	-5	3	-9	1

Sorted by heavy-atom count (falling): part of the list above
SMILES	ERa SRC1 inh	E coli WT exp	FAK blocker	ERa SRC1 pot	PLAP activator	ERb coact inh	CD11b adhes enh	CD11b adhes inh	MT1-MMP txn act
CCOc1ccc(S(=O)(=O)N(C)c2ccc(OCC(=O)OCc3c(C)noc3C)cc2)cc1	-3	-12	.	116	1.6	-2[fluorescence artefact?]	9	16	1.1
CCOC(=O)N1CCN(S(=O)(=O)c2cc(Br)cc3c2N(C(C)=O)C(C)C3)CC1 (stereo unspecified)	-9	13	.	87	1.4	-15[fluorescence artefact?]	-1	-19	1.1
COc1ccc(C(=O)Nc2cc(C)c3c(=O)oc4ccccc4c3n2)cc1	53*[fluorescence artefact?]	-18	-6	143	0.9	29[fluorescence artefact?]	8	14	.
CN1CCN(Cc2c(O)ccc3c(-c4ccccc4)cc(=O)oc23)CC1	-4	9	-6	116	1.6	-1[fluorescence artefact?]	1	-14	1.1
CCC(C)NS(=O)(=O)c1ccc(NC(=O)CCC2CCCCC2)cc1 (stereo unspecified)	3	-4	2	116	1	-2[fluorescence artefact?]	.	.	1.3
Cn1c(SCc2nc3ccccc3[nH]2)nnc1-c1cccnc1	-28	3	1	96	1	-22	-3	-5	1.2
CC(C)COc1ccc(-c2nnc(-c3ccco3)o2)cc1	-3	-17	.	100	1.2	3	0	5	1.1
Cc1ccc(Cl)cc1NC(=O)COC(=O)C1CCCC1	-12	0	.	132	0.9	8	-5	-7	1
COc1oc(-c2ccccc2C)nc1C(F)(F)F	-5	-2	-8	120	1.1	-2	-4	0	1.1
CC(=O)Oc1ccc(N2C(=O)CCC2=O)cc1	-1[fluorescence artefact?]	-5	1	98	1.2	2[fluorescence artefact?]	2	-6	1.1
Nc1c(C(=O)O)nnn1Cc1ccccc1	-6	-12	-1	140[fluorescence artefact?]	0.7	-28	0	4	1.1
COC(=O)CCc1c(C)nc(N)[nH]c1=O	0	1	2	99	0.9	-5	3	-9	1
CCCCCCn1ccc(=N)cc1	-9	10	2	108	1	-13	-5	56*	1

More compounds follow:
SMILES	ERa SRC1 inh	E coli WT exp	FAK blocker	ERa SRC1 pot	PLAP activator	ERb coact inh	CD11b adhes enh	CD11b adhes inh	MT1-MMP txn act
CC(C)NC(=O)C(Sc1ccccc1)c1ccccc1 (stereo unspecified)	.	-8	1	.	1.1	.	-3	-1	.
O=S(=O)(Nc1ccc2c(c1)nc1n2CCOC1)c1ccc(Cl)cc1	7	-5	-2	152	0.9	-3[fluorescence artefact?]	0	-7	1
CC(C)C(=O)Nc1nnc(CCN2CCOCC2)s1	-3	7	0	96[fluorescence artefact?]	0.9	-13	1	0	1.2
O=c1c2c(nc3nc[nH]n13)CCC2	-5	-16	-1	109	1	-9	-1	32	1.1
O=C(CCC(=O)Nc1ccccc1)NNC(=O)c1ccco1	.	-3	2	.	1	.	-3	-30	.
Cc1nc(N2CCC(C)CC2)c2oc3ccccc3c2n1	4	-2	5	98	1.5	5	-6	48	1
CCCc1cc(C(=O)N2CCN(S(=O)(=O)c3ccc(OC)c(OC)c3)CC2)cs1	-7	-7	1	119[fluorescence artefact?]	0.9	-6	-3	11	1.2
CC(=O)c1ccc(NC(=O)C2CC(=O)N(Cc3ccccc3)C2)cc1 (stereo unspecified)	3[fluorescence artefact?]	3	1	106	1	5	1	2	1.4
O=C(c1cc2ccccc2oc1=O)N(Cc1ccc2c(c1)OCO2)Cc1ccco1	2	-11	2	106	1.3	3	-2	-11	1.5
CCN(CC)CCN1C(=O)c2ccccc2NC1c1cccc(F)c1 (stereo unspecified)	-8	8	-2	129	1	-10	0	-3	1.2
CCCCc1ccc(NC(=O)CC(C)=O)cc1	13	7	7	125	1	15	-2	-5	1.3
COc1ccc(N2CCN(c3ncnc4c3cnn4-c3ccc(C)cc3C)CC2)cc1	-53	-10	2	120	0.9	-12[fluorescence artefact?]	.	.	1
CC(=O)C1=C(C)NC(C)=C(C(C)=O)C1c1ccc(-c2ccccc2Cl)o1	4[fluorescence artefact?]	3	-4	78[fluorescence artefact?]	1	1[fluorescence artefact?]	-1	-3	1.1
CC(O)Cn1ccccc1=N (stereo unspecified)	8	1	-1	108	1	3[fluorescence artefact?]	0	10	1.1
CCCCn1c(SCC(N)=O)nnc1-c1ccco1	-2	6	2	106	0.9	-5	-3	14	1.1
Cc1ccc(NC(=O)C(C)N2CCOCC2)c(C(=O)c2ccccc2)c1 (stereo unspecified)	-10	5	-1	112	1.1	-7	-2	6	1.1
Cc1ccc2[nH]c(=O)c(-c3nc4cc(C)ccn4c3NCc3ccco3)cc2c1	73*[fluorescence artefact?]	-5	.	151	1.4	39[fluorescence artefact?]	10	8	1.2
CCCCC1(C)NC(=O)c2c(C)sc(C(=O)OCC)c2N1 (stereo unspecified)	3	7	9	90	1.1	0	.	.	1.1
Cc1nc(CN2CCN(C(=O)c3ccc(Br)cc3)CC2)cs1	-22	-3	2	94	0.9	-28[fluorescence artefact?]	0	-2	.
O=C(CSc1nnc(-c2ccco2)n1-c1ccccc1)NCc1ccco1	9	2	7	90	1.1	11[fluorescence artefact?]	.	.	1.1
CN(C(=O)COC(=O)c1ccc(Cl)cc1N)C1CCS(=O)(=O)C1 (stereo unspecified)	.	3	0	.	1	.	-3	11	.
COC(=O)c1cc(Oc2ccc(C(=O)OC)cc2N)cc(C(=O)OC)c1	-5	2	-7	85[fluorescence artefact?]	1.1	-7[fluorescence artefact?]	-1	1	1.2
CCn1cc(C(=O)N2CCN(Cc3ccc4c(c3)OCO4)CC2)c2cc(OC)c(OC)cc2c1=O	8	3	0	98	1.3	-6[fluorescence artefact?]	.	.	.
Cc1oc(-c2cccs2)[n+]([O-])c1C	-14	2	0	118	0.9	-11	0	-7	1.3
Cc1ccccc1N=C1NC(=O)CC(c2ccccc2)S1 (stereo unspecified)	.	-6	2	.	1.5	.	-1	12	.

Additional results follow:
SMILES	ERa SRC1 inh	E coli WT exp	FAK blocker	ERa SRC1 pot	PLAP activator	ERb coact inh	CD11b adhes enh	CD11b adhes inh	MT1-MMP txn act
CCn1c(=N)n(CC(=O)c2ccco2)c2ccccc21	3	3	-3	107	1	-1	0	-1	1.1
CC(C)(CNCC(O)c1ccccc1)N1CCOCC1 (stereo unspecified)	-2	-4	0	104	1.1	-4	.	.	1.3
O=C(O)C1C2C=CC(O2)C1C(=O)NCc1ccc2c(c1)OCO2 (stereo unspecified)	1[fluorescence artefact?]	1	-2	102	.	4	.	.	1.1
COc1cc(NC(=O)COc2cccc(OC)c2)cc(OC)c1	4	-2	-1	89	0.9	12[fluorescence artefact?]	-4	-12	1.1
COc1cc2c(cc1OC)C(COc1ccc3c(C)cc(=O)oc3c1)N(C(=O)c1ccco1)CC2 (stereo unspecified)	23	-1	-1	122[fluorescence artefact?]	.	14[fluorescence artefact?]	.	.	1
CC(=O)Nc1ccccc1-c1ccc(C)o1	-1	-3	0	92	1.1	5	0	10	1.3
O=C(c1ccccc1Cl)N1CCNCC1	-1	-1	-2	79	0.8	8	-2	9	0.9
CCOC(=O)C1=C(C)NC(C)=C(C(=O)OCC)C1C(=O)O	-9	7	-12	122	0.9	-8	-4	4	1
